# MT1-MMP act inh: blocks activation of human MT1-MMP | P50281 | HT1080 RFP-PRO-GFP cells, GFP/RFP ratio fluorescence, overnight; percent of plate control window, DMSO zero | GFP/RFP ratio change, % at 20 µM | 360,000 compounds, 0.061% hits | AID 651647;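 active = GFP/RFP ratio change of at least 30% with cell ATP level not reduced by more than half and red fluorescence within 50% of control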; also: strong numbers were not always called active
#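 Material – HT1080 RFP-PRO-GFP cells · Control set – DMSO wells and RFP-L50D-GFP cells · Incubation – overnight cell settling, then overnight compound exposure, 37 °C, 5% CO2 · Compound dosing – single-point 20 µM compound, 1% DMSO · Read-out – GFP/RFP fluorescence ratio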
# bovine MsrA act: activators of bovine methionine sulfoxide reductase A; purified bovine MsrA, absorbance read-out; activation, % at 10.6 µM; 360,000 compounds, 0.3% hits; in the data active = activation above about 7.5%;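 also: 0% = vehicle and 100% = reference activator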
# eLon inh: inhibits E. coli Lon protease. purified E. coli Lon protease, fluorescence polarization. inhibition, % at 7.94 µM. 360,000 compounds, 0.42% hits. AID 602123; in the data active = inhibition above about 13%, passing the limit was not always enough;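 also: 0% = enzyme with probe and DMSO and 100% = no enzyme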
# CendR NRP1 mod: alters CendR peptide binding to human NRP-1 | 360,000 compounds, 0.85% hits | AID 602438 | FAM-RPARPAR peptide binding to NRP-1, fluorescence polarization | inhibition, % at 25 µM;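 active = inhibition or corrected inhibition above about 18%, plus a signal ratio from 0.5 to 1.5, limit read from the data, passing the limit was not always enough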; also: strong numbers were not always called active
# PABP1 MLLE inh: inhibitors of microRNA-mediated deadenylation, human PABP1 MLLE binding; P11940; GST-MLLE / FITC-PAM2 fluorescence polarization; inhibition, % at 20 µM; 360,000 compounds, 0.36% hits; AID 588489; in the data active = inhibition above about 35%, passing the limit was not always enough;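 also: plate controls were DMSO wells with GST-MLLE for no effect and wells lacking GST-MLLE protein for full effect; some results filed as inactive read as strong as hits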
# SKN-1 inh: inhibitors of C. elegans SKN-1 | inhibition, % at 21.8 µM | C. elegans VP596 Pgst-4::GFP/RFP ratio, acrylamide-induced, 24 h | AID 624304 | 360,000 compounds, 0.49% hits;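 active = interference check ratio from 0.5 to 1.5 plus GFP to RFP signal ratio inhibition reaching or exceeding a fixed threshold, cut at about 30% in these data, passing the limit was not always enough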; also: some compounds called inactive have numbers as strong as hits
# Neddyl block: inhibitors of human cullin neddylation. P61081+Q13564. TR-FRET cullin neddylation, biochemical. calls only at 25 µM. 360,000 compounds, 0.58% hits; in the data active = inhibition above about 36%
# FAS TE block: blocks the thioesterase domain of human fatty acid synthase. recombinant FAS-TE, OMFH fluorogenic substrate, fluorescence endpoint. inhibition, % at 15 µM. 360,000 compounds, 0.67% hits. AID 602261;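 active = compounds whose normalised, plate-corrected inhibition of enzyme fluorescence in the single-dose primary screen is 50% or more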;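 also: 0% = DMSO with enzyme and 100% = substrate without enzyme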
# Rin1-Abl PPI inh: inhibitors of human Rin1-Abl protein interaction. 360,000 compounds, 0.4% hits. TR-FRET Rin1/Abl binding, biochemical. inhibition, % at 7.35 µM; in the data active = inhibition above about 5%, passing the limit was not always enough
# An asterisk follows results filed as active; i = inactive; · = not tested or not shown.
SMILES,MT1-MMP act inh,bovine MsrA act,eLon inh,CendR NRP1 mod,PABP1 MLLE inh,SKN-1 inh,Neddyl block,FAS TE block,Rin1-Abl PPI inh
COc1ccc(-c2nc(CS(=O)CC(=O)N3CCc4ccccc4C3)c(C)o2)cc1 (centres undefined),-2,-3,-8,7,30,7,i,-1,-1
CCc1c(C(=O)NC2CCCCC2)[nH]c(C)c1C(C)=O,1,-1,0,-18,-8,7,i,-5,6
CCOc1ccc(-c2nc(S(=O)(=O)c3ccccc3)c(NC)o2)cc1,-1,-2,-6,5,5,6,i,6,1
Cn1c(=O)c2c(-c3ccccc3F)c3c(nc2n(C)c1=O)-c1ccccc1C3O (centres undefined),-1,0,2,-2,-77,-3,i,-2,-1
CS(=O)(=O)c1nc2c(cc1C#N)CCCC2,-1,-6,-7,0,-2,6,i,-7,-2
COc1ccc2cc(C(=O)N3CCN(c4ccccc4OC)CC3)[nH]c2c1,1,-6,-7,1,5,8,i,0,1
CC(C)(O)C(=O)NN(Cc1ccccc1)c1ccccc1,-7,0,-9,8,7,-9,i,0,1
COCCn1nnnc1CN(CCCN1CCOCC1)Cc1cc2c(C)ccc(C)c2[nH]c1=O,-1,3,8,15,-11,0,i,-7,-6
O=C(Nc1nc(-c2ccc3c(c2)OCO3)cs1)C1CC1,-1,0,-4,-9,-1,3,i,4,0
CCn1c(SCC(=O)OC)nc2cc(S(=O)(=O)N3CCOCC3)ccc21,1,-1,-2,-4,-1,4,i,-4,-1
CCOc1ccc(S(=O)(=O)N(CC)CC(=O)N2CCOCC2)cc1C,-1,0,0,10,-1,-15,i,-5,1
O=C(CN1CCN(Cc2ccccc2)CC1)Nc1nnc(C(F)(F)F)s1,0,-2,-4,-6,-3,0,i,-3,-1
CC1CC(C)CN(CCCNC(=O)c2ccc(CS(=O)(=O)Cc3cccc(Cl)c3)o2)C1 (centres undefined),-2,-7,-1,-4,-7,10,i,-7,2
CCCS(=O)(=O)c1nc(S(=O)(=O)c2ccc(C)cc2)c(N2CCOCC2)s1,-4,-1,-6,5,6,10,i,1,-3
COc1ccc(C(=O)OCc2nc(N)nc(Nc3ccccc3C)n2)cc1OC,5,-1,7,-8,-26,4,i,-1,-1
CC(=O)c1ccc(NC(=S)N(CCCN(C)C)Cc2ccccc2)cc1,3,0,-2,-13,-27,-3,i,-1,3
O=C(Nc1ccc(N2CCOCC2)cc1)c1ccc([N+](=O)[O-])o1,4,1,-2,-2,4,27,i,11,-3
COc1cc(OC)cc(C(=O)Nc2ccc(NC(=O)c3ccco3)c(C)c2)c1,4,-3,-6,-18,-16,3,i,-3,0
NC(=O)CN1C(=O)C2C3c4ccccc4C(c4ccccc43)C2C1=O (centres undefined),7,3,-5,10,7,10,i,-15,4
CSc1ccc(S(=O)(=O)NCC(=O)OCC(=O)N2CC(C)CC(C)C2)cc1[N+](=O)[O-] (centres undefined),-11,-11,8,8,-26,-10,i,4,2

# Sorted by heavy-atom count (ascending): 5 of the compounds above
SMILES,MT1-MMP act inh,bovine MsrA act,eLon inh,CendR NRP1 mod,PABP1 MLLE inh,SKN-1 inh,Neddyl block,FAS TE block,Rin1-Abl PPI inh
CS(=O)(=O)c1nc2c(cc1C#N)CCCC2,-1,-6,-7,0,-2,6,i,-7,-2
CCc1c(C(=O)NC2CCCCC2)[nH]c(C)c1C(C)=O,1,-1,0,-18,-8,7,i,-5,6
COc1cc(OC)cc(C(=O)Nc2ccc(NC(=O)c3ccco3)c(C)c2)c1,4,-3,-6,-18,-16,3,i,-3,0
Cn1c(=O)c2c(-c3ccccc3F)c3c(nc2n(C)c1=O)-c1ccccc1C3O (centres undefined),-1,0,2,-2,-77,-3,i,-2,-1
COCCn1nnnc1CN(CCCN1CCOCC1)Cc1cc2c(C)ccc(C)c2[nH]c1=O,-1,3,8,15,-11,0,i,-7,-6

# Additional compounds follow:
SMILES,MT1-MMP act inh,bovine MsrA act,eLon inh,CendR NRP1 mod,PABP1 MLLE inh,SKN-1 inh,Neddyl block,FAS TE block,Rin1-Abl PPI inh
COCCCNC(=O)c1c(N)n(/N=C/c2ccccn2)c2nc3ccccc3nc12,-2,-4,-14,2,-2,16,i,0,-1
CN(C)C1(CN=Cc2cc(Cl)cc([N+](=O)[O-])c2O)CCCCC1,4,-1,-1,19,2,-10,i,9,0
Cn1c(=O)c(Cc2ccccc2)c(O)c2ccccc21,4,-5,-4,0,-2,7,i,-9,-3
CCCC(=O)OC1CCS(=O)(=O)c2sccc21 (centres undefined),0,0,-1,-2,-1,13,i,-6,1
CCOc1ccc(C(=O)Nc2cccc(C(C)=O)c2)cc1[N+](=O)[O-],0,-5,-2,1,11,-9,i,-3,2
COc1cc2[nH]c(C(=O)N3CCC(Cc4ccccc4)CC3)cc2c(OC)c1OC,4,0,3,12,0,1,i,27,0
O=C(OCC(=O)c1c[nH]c2ccccc12)c1cncc(Br)c1,-7,-3,-6,-31,-17,6,i,4,-1
Cc1cnc(C(=O)OC(C)C(=O)Nc2ccc(Cl)cn2)cn1 (centres undefined),-3,-2,-7,2,-1,-5,i,-7,2
Cc1c(-c2ccn[nH]2)cc(NC(=O)c2ccc(Cl)cc2)c(=O)n1N,2,-9,-1,-6,-15,-2,i,-1,3
CN(C(=O)COC(=O)/C=C/c1cn(-c2ccccc2)nc1-c1ccc2c(c1)OCCO2)C1CCS(=O)(=O)C1 (centres undefined),-6,-3,2,1,14,9,·,20,-7
COc1ccc2c(c1)OC[C@H]1[C@H]2N2C(=O)CN(Cc3ccc(F)cc3)C(=O)[C@@]2(C)[C@H]1c1ccccc1,0,-2,1,0,9,4,i,61*,2
C/C(Cc1ccccc1)=N\NC(=O)CNC(=O)c1ccccc1O,7,-7,-15,-4,5,-13,i,-6,-7
CC1(C)CC(NS(=O)(=O)c2ccc3ccccc3c2)CC(C)(C)N1,-3,-13,-9,8,-1,-14,i,-4,4
CC(SC1CCCC1)C(=O)NC(C)(C#N)C(C)C (centres undefined),-2,0,-14,-9,-10,15,i,-6,1
OCCCCNCc1ccc(OCc2ccccc2)cc1,2,-1,-4,0,-6,2,i,-4,-2
Cc1ccc(Cl)cc1OCC(=O)NCCOC(=O)Nc1sc(=S)n(C)c1C,-1,-3,10,-8,-145,-12,i,6,-2
COC(=O)c1cn(-c2ccccc2)nc1-c1ccncc1,-1,-13,-2,-4,5,-1,i,-11,-1
C[C@H]1CN([C@@H](C)CO)C(=O)CCCn2nncc2CO[C@@H]1CN(C)Cc1cccc2c1OCCCO2,7,0,-5,-4,13,20,i,-10,-4
CCCCC(=O)Nc1nnnn1CCC,3,-4,-2,12,-6,4,i,-5,1
Cc1cn([C@H]2C[C@H](O)[C@@H](CCC(=O)NCC3CCCO3)O2)c(=O)[nH]c1=O (some centres undefined),4,-2,3,0,15,4,i,-7,0
COc1ccc(-c2nc(CS(=O)(=O)CC(=O)NCc3ccc(F)cc3)c(C)o2)cc1,1,-1,-7,-8,3,-4,i,1,3
COCCNC(=O)C1(C)CCCN(CCC(=O)c2ccc(Br)cc2)C1 (centres undefined),-1,-1,3,7,9,2,i,-6,-1
CC[n+]1c(/C=C/Nc2ccccc2)sc2ccccc21,38*,-12,-1,2,-105,39*,i,-13,-4
COCOCCn1cc(CN2CCS(=O)(=O)N(Cc3ccc(-c4ccc(OC)cc4)cc3)C(C(C)C)C2=O)nn1 (centres undefined),4,0,0,-7,-6,10,i,18,3
O=C(O)[C@H]1CCCN1C(=O)c1ccccc1N1C(=O)[C@@H]2Cc3c([nH]c4ccccc34)C(c3cccc(Cl)c3)N2C1=O (some centres undefined),4,-2,-3,-1,10,8,i,-3,-1
CCCNC(=O)C(Cc1ccc(OC)cc1)NC(=O)c1ccc(C#N)cc1 (centres undefined),1,-13,-8,10,11,-20,i,6,-1
COc1cc(C(C)=O)cc(OC)c1O,5,-4,-3,-7,2,9,i,-3,-1
CCOc1cc(/C=N/NC(=O)c2ccc(CSc3nncn3C)cc2)ccc1OCC(=O)N1CCOCC1,-1,-4,3,0,-1,-10,i,-7,0
CSCCNC(=O)C1(C)CCN1C(=O)c1ccc(C(C)(C)C)cc1 (centres undefined),4,2,-1,8,5,9,i,-4,-5
CCN(CC)c1ccc(S(=O)(=O)N2CCOCC2)cc1NC(=O)c1cc(=O)c2ccccc2o1,-2,-1,0,4,-3,-2,i,25,-3
CCCCCCSC1=C(C#N)C(c2ccc(O)cc2)CC(=O)N1 (centres undefined),-2,4,1,-11,-2,-4,i,5,-2
COc1ccc(OC)c(CNC(=O)CCC(=O)N2Cc3cccc(OC)c3Oc3ncccc32)c1,1,-3,1,0,-6,-6,i,-6,-4
CCN(CC)S(=O)(=O)c1ccc2c(c1)N(CC(=O)N1CCCC1)C(=O)CO2,5,-5,6,10,-9,-11,i,-8,1
CCOC(=O)N1CCN(c2c(NCCCN3CCCC(C)C3)c(=O)c2=O)CC1 (centres undefined),4,-10,-6,-3,2,-3,i,-5,-1
Cc1ccc(C(=O)NCc2ccccc2)c(F)c1F,-4,3,0,0,8,13,i,1,-1
O=C(O)C(Cc1ccccc1)NC(=O)C(Cc1ccccc1)NC(=O)C12CC3CC(CC(C3)C1)C2 (centres undefined),0,-7,1,-8,1,-5,i,3,-2
Cc1ccccc1NC(=O)COC(=O)CN1C(=O)NC(C)(C)C1=O,-1,-2,8,3,-14,15,i,-8,-2
CCn1c(=S)[nH]c2cc(S(=O)(=O)N3CCCCC3)ccc21,16,-1,10,11,-69,0,i,1,-3
CCC(C)/C(C)=N/NC(=O)c1cn(-c2ccccc2)nc1-c1ccccc1 (centres undefined),3,-9,0,-5,-4,-1,i,-2,-1
O=S(=O)(c1ccc(-c2csc(-c3cccnc3)n2)cc1)N1CCCC1,-1,-1,-4,-5,23,1,i,81*,2
Cc1ccc(CNC(=O)N[C@@H](Cc2ccccc2)C(=O)O)cc1,3,-3,4,2,9,1,i,-14,-7
COc1ccc(S(=O)(=O)N/N=C(/C)c2ccco2)cc1,-3,-9,11,2,3,-3,i,-4,1
CCc1nnc(NC(=O)CSc2nnc(C)c(=O)n2N)s1,-2,-3,-5,7,8,-4,i,-3,0
Cc1ccc(S(=O)(=O)N2C[C@H]3C(=O)C[C@@H](c4ccccc4F)N(S(=O)(=O)c4ccc(C)cc4)[C@H]3C[C@H]2c2ccccc2F)cc1,-9,-14,0,9,4,7,i,44,5
CCOC(=O)C(=CNc1cc(OC)ccc1-n1cccc1)C(=O)OCC,0,-4,2,3,-15,4,i,24,-3
CC(C)(C)OC(=O)N1CC2(CCCCC2)CC1Cc1ccc(C(F)(F)F)cc1 (centres undefined),0,-2,6,-3,-9,-10,i,14,-4
Cc1ccc(NC(=S)N/N=C/c2c(Cl)cccc2Cl)c(C)c1,0,-3,16,-19,31,-2,i,18,-1
CN(CC(=O)Nc1c(F)cccc1F)Cc1cccs1,7,2,-4,3,5,8,i,-1,-1
O=C(Cc1ccccc1)c1c[nH]c(C(=O)NC2CCCC2)c1,-5,-3,0,9,-9,8,i,-4,2
O=C(NCC(=O)N1CCCCC1)c1ccc2ccccc2c1,2,-12,1,5,-1,-22,i,-6,2
COC(=O)c1sc(S(=O)(=O)N2CCC(C(N)=O)CC2)c(C(=O)OC)c1C,-3,-2,-1,13,5,11,i,-3,-1
O=C(NCCc1ccccc1)c1cccc2c(-c3cccnc3)coc12,4,-2,-1,11,1,-1,i,8,0
CCC1(c2ccccc2)NC(=O)N(CC(=O)Nc2ccc(N3CCCC3)cc2C)C1=O (centres undefined),1,-7,-4,-7,0,-23,i,-1,-1
O=C(COC(=O)C1CC1)NCc1ccccc1Cl,-1,-4,-6,9,4,13,i,-11,1
O=c1cc(O)c2c(=O)n(C3CCCCC3)c3ccccc3c2o1,-2,-1,0,-29,-50,22,i,11,-3
